BLM helicase inh: inhibitors of human Bloom syndrome helicase BLM; 0.2% of 350,000 active; P54132; recombinant BLM DNA unwinding, fluorescence dequenching; AID 2528; Potency, µM (series often up to 56.1 µM), without a hit: top-dose activity change, negative = inhibition, hits mostly inhibitors;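 further: plate controls were vehicle for no effect and no enzyme for full effect; nearly all actives have a fitted effect of over 35% in size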
Pol iota inh: DNA polymerase iota (human) inhibition. Potency, µM (titrated, usually from 115 µM), without a hit: at the highest dose activity, negative = inhibition, hits mostly inhibitors. Q9UNA4. 1% of 390,000 active. Pol iota fluorescent replication assay, 10 min
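Pol iota at 10 nM preincubated 15 min with compounds at room temperature; reaction started with fluorescent substrate, 50 nM final. Fluorescence read kinetically at 0 and 10 min; buffer-only wells as negative control.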
G9a block: inhibitors of human histone lysine methyltransferase G9a; Potency, µM (titrated, usually from 102 µM), without a hit: at the top dose activity, negative = inhibition, hits mostly inhibitors; 8.8% of 350,000 active; G9a H3K9 monomethylation, AlphaScreen, 2 h; AID 504332; further: on the % scale 0 is the no-effect control and ±100 the full control effect; nearly all actives have a fitted effect of over 75% in size
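AlphaScreen detection with an anti-monomethyl H3K9 antibody quantified product after a 2 h room-temperature reaction containing 500 nM biotinylated H3K9 peptide, 20 µM SAM and 20 nM enzyme, which had been preincubated 15 min with compound.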
APEX1 inh: blocks human APE1 abasic DNA cleavage; Potency, µM (doses to about 65.8 µM), inactives show top-dose activity change, negative = inhibition, most hits filed as inhibitors; recombinant APE1, TAMRA/BHQ-2 abasic DNA cleavage fluorescence; 0.35% of 350,000 active;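 further: plate controls were vehicle for no effect and reference inhibitor for full effect; nearly all actives have a fitted effect of over 55% in size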
Target sequence (P27695 whole entry, looked up): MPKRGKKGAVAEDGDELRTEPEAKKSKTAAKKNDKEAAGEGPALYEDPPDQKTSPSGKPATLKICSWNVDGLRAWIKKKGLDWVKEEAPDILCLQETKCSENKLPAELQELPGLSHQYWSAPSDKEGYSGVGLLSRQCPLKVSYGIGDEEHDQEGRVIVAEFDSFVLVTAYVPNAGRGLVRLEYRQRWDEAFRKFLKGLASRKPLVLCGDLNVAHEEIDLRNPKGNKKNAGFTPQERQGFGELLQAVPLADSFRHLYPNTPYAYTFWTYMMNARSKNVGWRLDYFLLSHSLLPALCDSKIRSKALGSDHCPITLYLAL
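Quantitative HTS: incision of a TAMRA/BHQ-2 double-stranded substrate bearing a tetrahydrofuran abasic site by 0.75 nM APE1 raises fluorescence. Substrate 50 nM final, added after 15 min compound preincubation at room temperature; progress as third-minus-first kinetic read difference.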
Pol kappa inh: inhibitors of human DNA polymerase kappa. Potency, µM (series often up to 107 µM), without a hit: top-dose activity, negative = inhibition, usual class: inhibitors. AID 588579. 0.53% of 400,000 active. Q9UBT6. purified Pol kappa, fluorescent DNA synthesis assay, 10 min; further: on the % scale 0 is the no-effect control and ±100 the full control effect
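First, compounds were pin-transferred onto 10 nM Pol kappa. After 15 min at room temperature, substrate was added to 50 nM final. Fluorescence was then measured kinetically at 0 and 10 min.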
JMJD2A Tudor: blocks the human JMJD2A Tudor domain. O75164. AlphaScreen JMJD2A-Tudor / H3K4me3 peptide binding. Potency, µM (doses to about 114 µM), inactives show at the highest dose activity change, negative = inhibition, usual class: inhibitors. 4.4% of 390,000 active. AID 504339; further: on the % scale 0 is the no-effect control and ±100 the full control effect; nearly all actives have a fitted effect of over 50% in size
BAZ2B block: blocks human BAZ2B; AlphaScreen BAZ2B-H3K14Ac peptide displacement; 4.4% of 360,000 active; Potency, µM (top dose mostly 114 µM), for the others: at the highest dose activity change, negative = inhibition, most hits filed as inhibitors; further: on the % scale 0 is the no-effect control and ±100 the full control effect; nearly all actives have a fitted effect of over 60% in size
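Inhibition is scored as reduced AlphaScreen emission. The BAZ2B/b-H3(5-23)K14Ac complex (50 nM each) in PBS pH 7.4, 0.01% Tween-20 meets compound (up to 110 uM) for 30 min at RT before bead addition.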
Pol beta inh: DNA polymerase beta (human) inhibition. Pol beta primer extension/strand displacement, fluorescence kinetic. Potency, µM (titrated, usually from 114 µM), for the others: top-dose activity change, negative = inhibition, usual class: inhibitors. 1.3% of 340,000 active; further: on the % scale 0 is the no-effect control and ±100 the full control effect
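Curves were derived by four-parameter Hill fits of normalized qHTS data. The kinetic fluorescent primer-extension read was taken at 0 and 10 min after 50 nM substrate, following a 15 min room-temperature preincubation of 10 nM enzyme with compounds.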
Pol eta inh: DNA polymerase eta (human) inhibition. Q9Y253. recombinant Pol eta, fluorescent DNA replication assay. Potency, µM (top dose mostly 114 µM), for inactives: top-dose activity change, negative = inhibition, actives largely listed as inhibitors. 1.2% of 390,000 active. AID 588591; further: on the % scale 0 is the no-effect control and ±100 the full control effect
Target sequence (Q9Y253 whole entry, looked up): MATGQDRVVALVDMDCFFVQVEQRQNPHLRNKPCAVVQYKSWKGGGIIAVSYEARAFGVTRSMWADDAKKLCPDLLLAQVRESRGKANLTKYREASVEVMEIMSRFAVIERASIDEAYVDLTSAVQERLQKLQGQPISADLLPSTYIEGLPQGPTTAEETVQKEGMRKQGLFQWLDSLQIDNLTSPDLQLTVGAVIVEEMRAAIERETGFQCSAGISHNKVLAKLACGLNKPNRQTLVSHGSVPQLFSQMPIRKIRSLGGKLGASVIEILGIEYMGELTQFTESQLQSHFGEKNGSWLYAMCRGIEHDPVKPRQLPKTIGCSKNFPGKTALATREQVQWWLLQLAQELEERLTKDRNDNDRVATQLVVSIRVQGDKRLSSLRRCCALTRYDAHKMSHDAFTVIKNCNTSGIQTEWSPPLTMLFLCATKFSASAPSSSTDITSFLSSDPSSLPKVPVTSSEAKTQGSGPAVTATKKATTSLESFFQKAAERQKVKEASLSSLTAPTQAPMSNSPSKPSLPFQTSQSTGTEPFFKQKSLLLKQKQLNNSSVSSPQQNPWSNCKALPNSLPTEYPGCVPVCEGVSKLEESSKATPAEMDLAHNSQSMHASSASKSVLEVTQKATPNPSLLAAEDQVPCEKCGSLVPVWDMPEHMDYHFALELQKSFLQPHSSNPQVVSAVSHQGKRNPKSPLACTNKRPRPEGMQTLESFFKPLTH
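Fluorescent replication assay: 50 nM final substrate added after a 15 min room-temperature compound preincubation with 10 nM enzyme. Signal taken at 0 min and again at 10 min.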
Active calls of the source: *; u = inconclusive; x = not tested or not shown; & = joins results of further samples; [ ] = another dose, or the depositor's remark. The call rests on the fitted dose curve; in most records, active means well fitted curve in the direction sought with a large enough effect; inconclusive means small, poorly fitted or top-dose-only effect, or another doubt; inactive means no such curve, though single readings can be large; an effect the other way counts as inactive or inconclusive. Potency means the concentration at half of the fitted maximal effect.

SMILES	BLM helicase inh	Pol iota inh	G9a block	APEX1 inh	Pol kappa inh	JMJD2A Tudor	BAZ2B block	Pol beta inh	Pol eta inh
CCCc1cc(CNC(=O)C2CCC(=O)N(Cc3ccccc3F)C2)on1 (stereo not given)	0%	10%	54%[activator]	7%	6%	5%	-1%	13%	-14%
CC(=O)c1ccc(NC(=O)c2nc(-c3ccc(C)cc3)n3c2CCCCC3)cc1	-28%	1%	-32%[59 µM]	x	-18%	-23%	-7%	u	-13%
CC(=O)O[C@H]1CC[C@@]2(C)C(CCC3C2CC[C@]2(C)OC(=O)CCC32)C1 (stereo not given in full)	-15%	17%	-10%[59 µM]	2%	-5%	-15%[57.1 µM]	-5%	24%	-10%
O=C(NCc1cccnc1)c1cccn2c(=O)c3sccc3nc12	2%	7%	3%	-6%	0%	-5%	8%	29%	2%
Cc1ccc(C(=O)Nc2nc(-c3ccccc3)ns2)cc1	-13%	-1%	-3%[59 µM]	x	-12%	2%	2%	11%	-14%
O=C(Cn1ncc(N2CCOCC2)c(Cl)c1=O)c1ccc(Cl)cc1	-4%	28%	-2%	3%	-6%	-21%	-17%	-11%	-8%
FC(F)(F)c1ccc(Cl)c(NC(=S)NC2CC2)c1	4%	17%	27%[59 µM]	4%	4%	-11%	0%	71%	-21%
O=C(c1cnccn1)N1CCC[C@@]2(CCN(c3ccccn3)C2)C1	2%	x	5%[12.7 µM]	5%	9%[60.1 µM]	x	x	x	x
COc1ccc2sc(-c3ccc(S(C)(=O)=O)cc3)c(C(=O)NCCc3c[nH]c4ccccc34)c2c1	x	15%	x	-15%	-5%	-25%	x	x	-2%
CCCCC1(CCCC)NC(=S)N(Nc2ccc(C)cc2)C1=O	-3%	29%	-11%	-3%	0%	-21%	13%	9%	-11%
Cc1cc(C)nc(SCC(=O)Nc2ncc3c(n2)CCCC3=O)n1	-2%	38%[activator]	17%[59 µM]	-1%	0%	-12%	12%	-20%	-8%
CCOC(=O)C1CCN(c2c(NCCCN(CC)c3ccccc3)c(=O)c2=O)CC1	-3%	-18%	16%[12.7 µM]	13%	-24%	-18%	2%	0%	2%
Cc1ccc(C)c(N2CCN(C(=O)Cc3c(C(=O)O)[nH]c4ccc(Cl)cc34)CC2)c1	-6%	30%	-31%	-3%	0%	-19%	-21%	0%	-10%
Cc1ccc(S(=O)(=O)Nc2ccc(OCC(=O)N3CCOCC3)cc2)c(C)c1NS(C)(=O)=O	-1%	0%	u	84%[activator]	2%	-12%	6%	2%	-10%
O=C(COc1ccccc1[N+](=O)[O-])N/N=C/c1ccc(OC(=O)c2ccco2)cc1	-8%	118%[activator]	7%	-3%	-11%	9%	4%	-4%	-9%
COc1cc2c(=O)n(Cc3ccccc3)c(=O)n(CC(=O)NCCc3ccccc3)c2cc1OC	-1%	14%	-4%[12.7 µM]	18%	-6%	10%[57.1 µM]	-6%	4%	-12%
O=C(Cc1ccc(O)cc1)N/N=C/c1cccnc1	-1%	44%[activator]	u	32%	5%	-15%	-2%	-10%	-4%
Cc1ccc(C)c(Cn2c(=O)n(Cc3ccccc3)c(=O)c3c2c2cc(C)ccc2n3C)c1	0%	26%	u	x	-7%	13%	-1%	-1%	-24%
O=C(Nc1cccc(Cl)c1)OCc1ccccn1	-1%	19%	-10%	-2%	-16%	-8%	7%	4%	-12%
O=C(CCCc1ccccc1)NC1CC(=O)N(c2ccc(Cl)cc2)C1 (stereo not given)	0%	-10%	-14%[59 µM]	x	0%[60.1 µM]	-13%	-1%	-24%	-11%
CCOc1ccc(S(=O)(=O)N2CCN(c3ccccn3)CC2)cc1	-1%	28%	u	19%	6%	-6%	-22%	4%	-8%
Cc1ccc(C(=O)OCC(=O)N(Cc2ccccc2)C(C)C)cc1C	x	8%	x	4%	-12%	33%	x	x	-11%
CCOc1ccc(CN(C)C(C)C(=O)NCCc2ccc(F)cc2)cc1 (stereo not given)	-1%	-7%	6%	6%	4%	11%	12%	4%	-25%
CC(C)(C)c1ccc(C(=O)CSc2nc3ccccc3c(=O)[nH]2)cc1	-4%	43%[activator]	u	-1%	-9%	-12%	-22%	-2%	-9%
CCc1c(C(=O)NCCc2cccc(C)c2)[nH]c(C)c1C(C)=O	-5%	24%	12%	22%	0%	-15%	-16%	28%	-3%
Cc1ccc2nc3c(cc(C#N)c(=O)n3-c3nnc(SCc4ccccc4)s3)c(=O)n2c1	0%	13%	-2%[59 µM]	x	1%	15%	3%	4%	x
COC(=O)[C@H](CC(C)C)NC(=O)N1CCCCC1	-2%	27%	16%[59 µM]	1%	4%	-11%	0%	-17%	-20%
Cc1ccc2c(c1)c1c(n2CC(O)CNC2CCCCC2)CCCC1 (stereo not given)	4%	-6%	40µM*	-10%	-6%	32µM*	50µM*	0%	-16%
COc1cc(/C=N/NC(=O)C2CCN(CC(O)COCc3ccccc3)CC2)ccc1O (stereo not given)	2%	u	-39%	2%	-15%	-16%	x	-3%	-7%
O=C(C1=C[C@H](C2CCCCC2)C[C@H](OCCCCO)O1)N1CCN(Cc2ccc3c(c2)OCO3)CC1	-8%	-8%	-2%[59 µM]	-2%	-7%	-35%	u	3%	-18%
O=C(N/N=C/c1ccc(F)cc1)c1ccc(-n2cnnn2)cc1	x	-1%	-38%	30%	1%	-14%	5%	x	-17%
O=C(NCC(c1cccnc1)N1CCN(Cc2ccccc2)CC1)C(=O)Nc1cccc(Cl)c1 (stereo not given)	0%	5%	3%[59 µM]	x	0%	-19%	0%	15%	-1%
CCOC(=O)N1CCN(C(=O)c2ccc3c(c2)ncn3C2CCCC2)CC1	0%	-6%	20%[2.33 µM]	-1%	-1%	-7%	0%	47%	-4%
Cc1nc2ccccc2n1S(=O)(=O)c1ccc(F)cc1	4%	7%	4%[59 µM]	65%[activator]	6%	-12%	9%	24%	-17%
COc1cccc(N(C(=O)CS(=O)CC(=O)Nc2ccc(F)cc2)C(C(=O)NC2CCCCC2)c2cccs2)c1 (stereo not given)	5%	11%	4%[59 µM]	5%	-8%	-18%	-10%	26%	-13%
COc1cc2c(cc1OC)CN(Cc1ccccc1)CC2	-1%	43%[activator]	x	4%	-6%	-7%	0%	33%	-6%
CCOC(=O)CSc1nnc([C@@H](NC(=O)OC(C)(C)C)C(C)C)o1	0%	9%	-2%[59 µM]	-3%	1%	3%	-3%	-2%	-9%
Cc1ccccc1C=O	x	-15%	-5%[0.501 µM]	4%&-1%	0%	-1%	-3%	x	-9%
CC(=O)C[C@H]1c2cc(F)ccc2S(=O)(=O)N1c1ccc(N(C)C)cc1	x	-5%&36%	x	x	5%&-10%	u	x	x	-3%
COc1ccc(CCNC(=O)CN2C(=O)c3cccc4cccc(c34)C2=O)cc1OC	2%	-1%	x	11%	2%	0%	-7%	4%	-15%
O=C(Nc1ccc(N2CCOCC2)cc1)C1CC(=O)N(c2ccccc2)C1 (stereo not given)	-5%	18%	-34%	6%	-3%	-8%	-27%	-1%	-28%
CCc1ccc(OCC(=O)NNC(=O)CNC(=O)c2ccc(Br)o2)cc1	x	-6%	11%[12.7 µM]	8%	3%	-24%	11%	x	-2%
COC(=O)C(CC(=O)c1ccc(C)cc1)n1nc(C)cc1C (stereo not given)	-2%	28%	79µM*	29%	5%	1%	-28%	14%	-12%
Cc1ccc(S(=O)(=O)N2CCCC2CNC(=O)c2ccc(F)c(F)c2)cc1 (stereo not given)	x	14%	-31%	-7%	-7%	3%	-4%	x	-14%
CCN(c1ccccc1C)S(=O)(=O)c1cc2c3c(c1)CCN3C(=O)CC2	x	-18%	-3%	-14%	-4%	-1%	-28%	x	-16%

Reprinted at random: 4 entries already listed.
SMILES	BLM helicase inh	Pol iota inh	G9a block	APEX1 inh	Pol kappa inh	JMJD2A Tudor	BAZ2B block	Pol beta inh	Pol eta inh
COc1cccc(N(C(=O)CS(=O)CC(=O)Nc2ccc(F)cc2)C(C(=O)NC2CCCCC2)c2cccs2)c1 (stereo not given)	5%	11%	4%[59 µM]	5%	-8%	-18%	-10%	26%	-13%
CCOC(=O)N1CCN(C(=O)c2ccc3c(c2)ncn3C2CCCC2)CC1	0%	-6%	20%[2.33 µM]	-1%	-1%	-7%	0%	47%	-4%
Cc1nc2ccccc2n1S(=O)(=O)c1ccc(F)cc1	4%	7%	4%[59 µM]	65%[activator]	6%	-12%	9%	24%	-17%
COc1cc2c(cc1OC)CN(Cc1ccccc1)CC2	-1%	43%[activator]	x	4%	-6%	-7%	0%	33%	-6%

Continued:
SMILES	BLM helicase inh	Pol iota inh	G9a block	APEX1 inh	Pol kappa inh	JMJD2A Tudor	BAZ2B block	Pol beta inh	Pol eta inh
Cc1ccc(-c2nc(SCC(=O)Nc3ccccc3OC(F)F)c3c(C)c(C(=O)O)sc3n2)cc1	-25%	x	u	40µM*	x	x	45µM*	u	x
CC(C)c1ccc(NS(=O)(=O)c2ccc3[nH]cc(C(=O)NC4CCCCC4)c(=O)c3c2)cc1	-8%	u	u	x	u	u	x	25µM*	35µM*
COc1ccc2[nH]c3c(=O)n(CCCC(=O)NC4CCC(C)CC4)c(=S)[nH]c3c2c1 (stereo not given)	-1%	32%	x	-1%	-6%	-13%	-8%	38%	-11%
COc1ccc(C(CNC(=O)Cc2ccccc2Cl)N2CCCCC2)cc1 (stereo not given)	1%	7%	-5%	8%	5%	-5%	1%	3%	-10%
COc1ccc(NC(=O)CSc2nnc(-c3ccccc3F)n2C2CC2)cc1S(N)(=O)=O	0%	177%[activator]	45µM*	3%	-23%	-5%	-29%	-17%	-20%
O=C(Nc1ccccc1)Nc1nnc(Cc2ccccc2F)s1	-6%	175%[activator]	17%	22%	5%	4%	2%	19%	-18%
CN(C)CCCN(Cc1ccccc1)C(=S)Nc1cccc(C(F)(F)F)c1	5%	2%	71µM*	1%	-14%	-8%	-6%	16%[57.1 µM]	-27%
Cn1c(=O)c(-c2ccccc2)nn2c3ccccc3nc12	-3%	1%	28%[12.7 µM]	-1%	0%	-34%	-1%	6%	5%

Compound profiles, as listed above. Values in the order: BLM helicase inh	Pol iota inh	G9a block	APEX1 inh	Pol kappa inh	JMJD2A Tudor	BAZ2B block	Pol beta inh	Pol eta inh
Listed for O=C(Nc1ccccc1)Nc1nnc(Cc2ccccc2F)s1 → -6%	175%[activator]	17%	22%	5%	4%	2%	19%	-18%
Listed for CC(C)c1ccc(NS(=O)(=O)c2ccc3[nH]cc(C(=O)NC4CCCCC4)c(=O)c3c2)cc1 → -8%	u	u	x	u	u	x	25µM*	35µM*

Screening data deposited in PubChem by National Center for Advancing Translational Sciences (NCATS).

Only part of the results is shown (hit frequency here may not be typical).
